Screens (PubChem)
CHT allo act = allosterically activates the human high affinity choline transporter; Q9GZV3; CHT-expressing cells, membrane potential dye, choline EC20; active compounds read high; LV-AA mutant CHT in HEK293 cells; B-score at 10 µM; 310,000 compounds, 0.49% hits; AID 488977;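 active means initial fluorescence not abnormally high and integrated response B-score, plate-corrected, over 3 SD above library mean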
Target sequence (Q9GZV3 whole entry, looked up): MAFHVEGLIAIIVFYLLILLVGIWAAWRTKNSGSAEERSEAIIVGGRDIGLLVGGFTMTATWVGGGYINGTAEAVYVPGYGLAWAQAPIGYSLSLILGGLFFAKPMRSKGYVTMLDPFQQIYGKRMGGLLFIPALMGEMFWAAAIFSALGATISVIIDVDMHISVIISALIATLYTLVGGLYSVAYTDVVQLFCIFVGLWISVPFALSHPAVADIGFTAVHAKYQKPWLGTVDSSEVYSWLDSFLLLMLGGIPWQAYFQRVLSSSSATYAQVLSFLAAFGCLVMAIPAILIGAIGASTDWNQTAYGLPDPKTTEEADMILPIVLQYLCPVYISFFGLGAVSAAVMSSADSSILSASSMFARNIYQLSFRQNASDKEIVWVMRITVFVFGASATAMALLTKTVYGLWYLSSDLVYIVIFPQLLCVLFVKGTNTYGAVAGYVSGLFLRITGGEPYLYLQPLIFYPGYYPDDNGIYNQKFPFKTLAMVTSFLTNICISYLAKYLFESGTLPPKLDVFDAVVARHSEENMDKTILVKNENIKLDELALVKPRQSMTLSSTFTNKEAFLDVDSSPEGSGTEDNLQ
OX1R antagonist = antagonists of human orexin 1 receptor; CHO/OX1R cells, Fluo-8 calcium fluorescence, orexin A; inhibition, % at 5 µM; 330,000 compounds, 0.43% hits;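 active means inhibition above its plate's threshold, mean inhibition of all tested compounds on the plate plus 3 SD, cut at about 37% in these data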;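 further: 0% = orexin A challenge wells and 100% = SB-334867-A antagonist wells; not every result past the cut was called active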
Target sequence (O43613 whole entry, looked up): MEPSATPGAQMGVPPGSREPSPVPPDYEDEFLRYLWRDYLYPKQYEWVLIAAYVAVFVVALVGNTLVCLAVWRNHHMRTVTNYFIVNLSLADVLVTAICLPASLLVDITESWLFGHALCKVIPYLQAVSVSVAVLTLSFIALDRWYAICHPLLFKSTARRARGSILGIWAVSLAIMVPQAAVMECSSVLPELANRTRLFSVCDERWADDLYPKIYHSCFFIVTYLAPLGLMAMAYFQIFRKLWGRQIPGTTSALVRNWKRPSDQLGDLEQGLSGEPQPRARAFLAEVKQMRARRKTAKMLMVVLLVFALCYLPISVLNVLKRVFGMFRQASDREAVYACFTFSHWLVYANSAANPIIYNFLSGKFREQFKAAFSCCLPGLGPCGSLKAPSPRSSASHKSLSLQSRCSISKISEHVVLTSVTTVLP
Starred values were filed as active, the others as inactive; i = inactive; x = no result given.

SMILES	CHT allo act	OX1R antagonist
CCOC(=O)c1c(NC(=O)N/N=C/c2ccc(O)c(OC)c2)sc(C(C)=O)c1C	i	-8
CCCn1c(=O)c2c(nc3n2CCN3Cc2ccco2)n(C)c1=O	i	-24
COc1ccc(Nc2nc(NN)nc(C)c2[N+](=O)[O-])cc1	i	-9
O=C(NC(=S)NCc1ccccc1)c1ccc(Br)o1	i	-17
CCC(COC)NCc1cn(-c2ccc(OC)cc2)nc1-c1cccc(F)c1 (configuration not stated)	i	-29
O=C(/C=C/c1cccs1)N1CCC2(CC1)Oc1ccc(Cl)cc1C(=O)C21CC(c2ccc(Cl)cc2)=NO1 (configuration not stated)	i	-6
Cc1nn(Cc2ccc(C(=O)Nc3ccc(C(=O)OC(C)C)cc3)o2)c(C)c1Cl	i	-21
O=C(Nc1ccc(Cl)cc1C(F)(F)F)c1ccccc1	i	-18
Cc1nc(SCC(=O)c2ccc(Cl)s2)c2oc3ccccc3c2n1	i	-11
Nc1nnc(SCCCC(=O)c2ccc(Br)cc2)s1	i	-13

Ordered by molar mass (highest first): some entries from above
SMILES	CHT allo act	OX1R antagonist
O=C(/C=C/c1cccs1)N1CCC2(CC1)Oc1ccc(Cl)cc1C(=O)C21CC(c2ccc(Cl)cc2)=NO1 (configuration not stated)	i	-6
Cc1nc(SCC(=O)c2ccc(Cl)s2)c2oc3ccccc3c2n1	i	-11
O=C(NC(=S)NCc1ccccc1)c1ccc(Br)o1	i	-17

(continued)
SMILES	CHT allo act	OX1R antagonist
Cc1cc(C(=O)O)ccc1-n1c(C)cc(C=C2C(=O)c3ccccc3C2=O)c1C	i	9
COC(=O)C1=C(C)NC(=O)CC1c1ccc(F)c(Br)c1 (configuration not stated)	i	-4
CCc1c(C)nc(SCC(=O)Nc2c(C)n(C)n(-c3ccccc3)c2=O)[nH]c1=O	i	-18
COc1ccc2c(c1OC)C(=O)N(c1cccc(NC(C)=O)c1)C2	i	-18
COc1ccc(-c2cc(C(=O)Nc3cc(Cl)ccc3O)no2)cc1	i	-20
COc1ccc(NC(=O)c2cc(-c3ccccc3)on2)cc1	i	-6
CCOc1ccc(C(=O)c2nc3c(n2O)CCCC3)cc1	i	-10
O=C(O)/C=C/C(=O)NNC(=O)c1cccc(Br)c1	i	-20
CCOC(=O)N1CCC(NC(=O)c2cc(S(=O)(=O)N3CCOCC3)ccc2F)CC1	i	-9
Cn1nc(-c2ccccc2)c(C(=O)NC(C(=O)O)c2ccccc2)c1Cl (configuration not stated)	i	5
CC(SC1=NCCS1)C(=O)Nc1nnc(-c2ccc(F)cc2)s1 (configuration not stated)	i	-15
NC(=O)c1ccc(NCC2CCCO2)c([N+](=O)[O-])c1 (configuration not stated)	i	-6
COc1ccc(OC)c(/C=N/n2c(-c3n[nH]c4c3CCC4)n[nH]c2=S)c1	i	-23
CC(C)NC(NC(=O)/C=C/c1ccccc1)C(Cl)(Cl)Cl (configuration not stated)	i	-14
CCOC(=O)c1cc(-c2ccc(C)cc2)n(CCC(=O)N2CCN(c3ccccn3)CC2)c1C	i	-5
COc1ccc(NS(=O)(=O)c2cc(NC(=O)COc3ccc(OC)cc3)ccc2N2CCOCC2)cc1	x	8
COC(=O)C1=CN(Cc2cccs2)C=C(C(=O)OC)C1c1cccc(Cl)c1	i	-31
CC1CCN(Cc2c(C(=O)N/N=C/c3cccc(C(F)(F)F)c3)nnn2-c2nonc2N)CC1	i	-42
CSc1cccc(NC(=S)N(CCC(C)C)C2CCN(C(C)=O)CC2)c1	i	-7
C=CCn1c(SCC(=O)NNC(=O)Nc2cccc(Cl)c2)nnc1-c1ccccc1	i	-24
COc1ccc(C(CC(=O)O)NS(=O)(=O)c2ccc3c(c2)N(C(C)=O)CC(C)O3)cc1 (configuration not stated)	i	-8
Cc1ccc(S(=O)(=O)NCc2ccccc2)cc1C(=O)N1CCN(c2ccccc2)CC1	x	12
O=C(COc1cccnc1[N+](=O)[O-])Nc1cccc2ccccc12	x	-24
O=C(Nc1cccc(S(=O)(=O)N2CCOCC2)c1)c1cc(=O)[nH]c2ccccc12	x	-5
CC(O)CNCc1ccccc1C(F)(F)F (configuration not stated)	i	-8
Cc1cc(C)cc(N(CC(=O)NC2CCCCC2)C(=O)CNC(=O)c2ccco2)c1	i	-18
CC1CC(C#N)N(N(C)C)C1=C(C#N)C#N (configuration not stated)	i	-1
COc1ccc(N2CCN(CCCNC(=O)C3CCCN(S(=O)(=O)c4cnc[nH]4)C3)CC2)cc1 (configuration not stated)	i	-4
O=C(CN1CCN(c2nc(-c3ccc(F)cc3)cs2)CC1)NCc1ccc2c(c1)OCO2	i	6
O=C1c2ccccc2C(O)N1Cc1cccs1 (configuration not stated)	i	-8

Quoted from the listing.
Cc1cc(C)cc(N(CC(=O)NC2CCCCC2)C(=O)CNC(=O)c2ccco2)c1 | OX1R antagonist: -18
O=C(COc1cccnc1[N+](=O)[O-])Nc1cccc2ccccc12 | OX1R antagonist: -24

(listing goes on)
SMILES	CHT allo act	OX1R antagonist
O=C(Cn1ccc2cc(S(=O)(=O)N3CCCCC3)ccc21)NCc1ccccc1F	i	-12
Cc1cc(C)c(S(=O)(=O)N2CCOCC2)c(C)c1N(C)S(=O)(=O)c1ccccc1	i	-1
CCN(C(=O)CSc1nnc(Cc2cccc3ccccc23)n1N)C1CCS(=O)(=O)C1 (configuration not stated)	i	-9
CSCC[C@H](NC(=O)OC(C)(C)C)C(=O)N1CCC(C(=O)N[C@@H](Cc2c[nH]c3ccccc23)C(=O)O)CC1	i	9
CCOC(=O)c1cc(NC(=O)Nc2ccccc2Cl)c(C)nc1C	i	-35
Cc1ccc(S(=O)(=O)N2CCCCC2)cc1C(=O)OCC(=O)N1c2ccccc2NC(=O)C1(C)C	x	-19
Cn1c(-c2ccc3ccccc3n2)nc2cnccc21	i	-34
O=C(/C=C/c1ccco1)NC(=S)Nc1ccc(C(=O)O)cc1	i	-1
CCCc1cc(=O)n2[nH]c(NCc3c(F)cccc3Cl)nc2n1	i	-6
Clc1cccc(Cl)c1-c1noc(-c2ccno2)n1	i	-10

Laid out differently: entries from further up.
SMILES | CHT allo act | OX1R antagonist
CCOC(=O)c1cc(NC(=O)Nc2ccccc2Cl)c(C)nc1C | i | -35
CSCC[C@H](NC(=O)OC(C)(C)C)C(=O)N1CCC(C(=O)N[C@@H](Cc2c[nH]c3ccccc23)C(=O)O)CC1 | i | 9
CCCc1cc(=O)n2[nH]c(NCc3c(F)cccc3Cl)nc2n1 | i | -6
Cn1c(-c2ccc3ccccc3n2)nc2cnccc21 | i | -34
O=C(Cn1ccc2cc(S(=O)(=O)N3CCCCC3)ccc21)NCc1ccccc1F | i | -12
Cc1cc(C)c(S(=O)(=O)N2CCOCC2)c(C)c1N(C)S(=O)(=O)c1ccccc1 | i | -1

More records follow:
SMILES	CHT allo act	OX1R antagonist
COc1ccc(NC2CCCN(C(=O)Cn3ccc(C)n3)C2)cc1OC (configuration not stated)	i	0
Cc1cc(C)nc(N/C(=N/S(=O)(=O)Cc2ccccc2)Nc2ccccc2)n1	i	-8
CC1=C(C(=O)Nc2ccccc2)C2(CCCCC2)C(C#N)=C(SCC(N)=O)N1	i	-22
CCc1cc(C(=O)Nc2ccccc2N2CCOCC2)sc1C	x	-37
COc1ccc(/C=C2/C(=O)ON=C2C)cc1Cl	i	-5
CC(=O)c1ccc(NC(=O)CCC(=O)OCC(F)(F)C(F)F)cc1	i	4
CC(NC(=O)c1cccnc1Sc1ccccc1)c1ccc(S(N)(=O)=O)cc1 (configuration not stated)	i	-8
Cc1cccc(NC(=O)CSc2n[nH]c(-c3ccncc3)n2)c1	i	3
C/C(=N\Nc1ccccc1)c1c(O)cc(C)oc1=O	i	-8
COc1ccc2c(c1)c(=O)oc1cc(OCC(=O)NCC3CCC(C(=O)O)CC3)ccc12 (configuration not stated)	i	-10
Cc1cccc(OCC(=O)O/N=C(\N)c2ccccn2)c1C	i	-27
CCOC(=O)c1cc(C)n(-c2ccccc2)c1C	i	-33
CCOC(=O)C(CC)Sc1nnc(COc2ccc(C)cc2)n1-c1ccccc1 (configuration not stated)	i	-8
C/C(Nc1ccc(C)cc1)=C(/C#N)C(N)=O	i	-11
CCOc1ccc(CCNC(=O)c2cccc(-n3cnnn3)c2)cc1OCC	x	-20
COc1ccc(C(=O)Nc2ccc(N3CCN(C)CC3)cc2)cc1OC	i	-5
O=C(NCC1CCCO1)c1cc(-c2ccccc2)nc2ccc(Br)cc12 (configuration not stated)	i	-30
CCOC(=O)c1c2n(c3ccc(OC(C)=O)cc13)CCC2	i	-18
COC(=O)C(C)Oc1ccc(-c2nccc(-c3ccc(F)cc3)n2)cc1 (configuration not stated)	i	-31
CC(C)N1CC(C(=O)Nc2ccc(F)c(Cl)c2)CC1=O (configuration not stated)	i	-11
CCOc1cc(C(=O)OCC(=O)Nc2ncc(Cl)c(C)c2Cl)ccc1OCC(=O)N1CCOCC1	i	-16
Cc1ccc(NC(=O)COC(=O)c2ccc(NC(=O)CC#N)cc2)cc1S(=O)(=O)N1CCOCC1	x	18
O=C(CSc1cccc[n+]1[O-])c1ccccc1Br	i	7
CCN(C1CCCCC1)S(=O)(=O)c1ccc(C(=O)O)cc1	i	-10
Cc1cc(C)cc(N(CC(=O)NCCSc2ccccn2)S(=O)(=O)c2ccccc2)c1	i	-12
Cc1nc2cc(CO)ccc2s1	i	-3
COc1ccc(CNC(=O)CCS(=O)(=O)c2ccc3c(c2)NC(=O)CS3)cc1	i	-17
CC1(C)CC(=O)C=C(N2CCCC2)C1	i	-8
Cc1cccc(C(=O)O)c1NC(=O)c1ccc(F)cc1	i	3
O=C(O)c1ccccc1SCC(=O)N1c2ccccc2Sc2ccccc21	i	-15
CCCCNC(=S)NCc1ccc2[nH]c(C)cc2c1	i	-9
[N-]=[N+]=CC(=O)C(Cc1ccccc1)N1C(=O)c2ccccc2C1=O (configuration not stated)	i	-31
c1ccc2c(c1)nnn2CNc1nccs1	i	-2
COc1ccc(/C=C2\SC(=S)N(NS(=O)(=O)c3ccccc3)C2=O)c(OC)c1	i	x
Cc1ccc(NC(=O)c2sc(N)nc2-c2ccc([N+](=O)[O-])cc2)c(C)c1	i	-6
CCN(c1ccccc1)S(=O)(=O)c1cc(NC(=O)COC(=O)C2CC2)ccc1Cl	i	-2
O=C1c2ccccc2C(=O)N1CC1=CCS(=O)(=O)C1	i	-4
CCCC(=O)Nc1nc(C(=O)OCC)cs1	i	7
COc1ccc(N=c2oc3ccc(OC)cc3cc2-c2nc3ccccc3[nH]2)cc1	i	-13
COc1ccc(N2CCN(C(=O)CSc3ncnc4scc(-c5ccc(C)cc5)c34)CC2)cc1	i	-37
CN1CCC(=NNC(=O)CN(c2ccc(Oc3ccccc3)cc2)S(C)(=O)=O)CC1	i	-11
Cn1c(=N)n(CC(=O)c2ccccc2)c2ccccc21	i	-37
CCOC(=O)CCC(=O)N1CCOCCOCCN(C(=O)CCC(=O)OCC)CCOCCOCC1	i	-15
Cc1cc(C)n(C(=O)CNc2ccccc2Cl)n1	i	-14
COCCN(Cc1cc2ccc(C)c(C)c2nc1Cl)C(=O)N1CCOCC1	i	-21
COc1cccc(NC(=O)CSc2ccccn2)c1	i	-16
COc1ccccc1N1CCN(C(=O)CSc2nc3ccccc3[nH]2)CC1	i	-34
CC(C)CN(CC(C)C)C(=O)Nc1ccccc1F	i	-2
CCc1ccc(N2CC(C(=O)OCC(=O)c3c(N)n(CC(C)C)c(=O)n(C)c3=O)CC2=O)cc1 (configuration not stated)	i	-18
O=C(NCCCN1CCOCC1)c1ccc(CS(=O)(=O)c2c(Cl)cccc2Cl)o1	i	9

Remaining list, next part
SMILES	CHT allo act	OX1R antagonist
Cc1ccc(Cn2nnc3c(=O)[nH]c(C4CCCN(C(=O)c5ccco5)C4)nc32)cc1 (configuration not stated)	i	-13
CC(C)(C)c1ccccc1OCC(=O)NCCCn1ccnc1	i	-6
O=C(NCc1ccc(F)cc1Cl)C1CCN(S(=O)(=O)N2CCCCC2)CC1	i	-14
CCCOc1ccc(C(F)(F)F)cc1NC(=O)C1CC(=O)N(Cc2ccco2)C1 (configuration not stated)	x	-22
CC(=O)Nc1sc(N/N=C\c2cccc(Cl)c2)nc1-c1cccs1	i	-22
Cc1cccn2c(CNCC3OCCc4ccccc43)c(C(=O)N3CCCCC3)nc12 (configuration not stated)	i	-37
CN1CC(=O)Nc2ccc(F)cc2C1=O	i	2
CCCCN(C)Cc1c(C)[nH]c2ccccc2c1=O	i	-3
Cc1ccc(OCCCC(=O)Nc2ccc(N3CCOCC3)cc2)c(C)c1	i	-3
COCCn1c(-c2ccc(OC)cc2)c(-c2ccc(OC)cc2)oc1=O	i	-17
CC1=C(C)CC(C(=O)NCc2ccccc2F)C(C(=O)O)C1 (configuration not stated)	i	-3
Cc1cccc(OCC(=O)Nc2ccc3oc(=O)ccc3c2)c1	i	8
CSC(C(=O)c1cc2ccccc2o1)c1ccccc1 (configuration not stated)	i	-20
CCC(=O)Nc1ccc(NC(=O)c2ccccc2Cl)nc1	i	-2
CC(=O)c1sc(NC(=O)c2ccc(Cl)cc2)nc1C	i	-11
O=C(COc1ccc(S(=O)(=O)N2CCCCC2)cc1)NCc1cccnc1	i	-8
COc1ccc(N2Cc3ccc(C(=O)N/N=C\c4ccc(O)cc4O)cc3C2)cc1	i	0
Cc1cccc(C)c1NC(=O)CN(C)c1ccc(C(F)(F)F)cn1	i	-13
CN(C)CCNc1nc(S(=O)(=O)c2ccccc2)c(Cl)s1	i	-24
CCc1ccc(C(=O)Nc2cc(C)ccc2F)s1	i	-7
CC(C)(C)C1c2[nH]c3ccccc3c2CCN1Cc1cccc(OCCO)c1 (configuration not stated)	i	-24
CCOC(=O)C(C)n1cnc2c(oc3ccccc32)c1=O (configuration not stated)	i	-8
CCCc1cc(=O)oc2cc(C)cc(OCC(=O)O)c12	i	-20
COCCn1c(SCC(=O)NCc2ccc3c(c2)OCO3)nnc1C(C)C	i	-18
N#CCCN(Cc1ccccc1)S(=O)(=O)c1cccs1	i	-7
O=C(N/N=C/c1cn[nH]c1-c1ccc(Cl)cc1)c1ccc([N+](=O)[O-])cc1	i	-25
O=C(Cc1ccccc1)n1nc(-c2ccco2)nc1SCc1ccccc1	i	40*
